Source: PubChem
TDP43 rescue – TDP-43 toxicity inhibition in yeast; TDP-43 expressing yeast growth rescue, BacTiter-Glo, 24 h; Potency, µM (series often up to 46.1 µM), without a hit: top-dose growth rescue (activation), usual class: activators; hit rate 1.8% among 410,000; AID 652104; note: potency is the fitted concentration of half-maximal effect; % of control where 0% means no effect; nearly all actives have a fitted effect of over 50% in size
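Yeast expressing TDP-43 (pregrown in raffinose, seeded at OD600=0.02 in galactose medium) exposed to compounds 24 hr at 30 deg C. Growth read by BacTiter-Glo luminescence; rescue of toxicity appears as increased signal.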
DRD3 antagonist – D3 dopamine receptor (human) antagonism. P35462. D3R cells, DiscoveRx beta-arrestin luminescence, antagonist mode; active compounds read low. max response, negative = inhibition, %. hit rate 2.5% among 360,000. AID 652054; in the data active = max response below about -50%; inconclusive = no clear call, values can overlap the other calls; note: % is set by controls: 0 for no effect and ±100 for the full control effect; mostly tested at two doses, the higher about 12 µM
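Cells plated overnight at 1500 cells/well, then exposed to library compounds with dopamine controls for 90 minutes at 37 degrees C. DiscoveRx reagent added for 30–60 minutes at room temperature; luminescence read, quantitative HTS format.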
FUS yeast rescue – suppressors of FUS proteinopathy in yeast | S. cerevisiae FUS-expressing, growth rescue, OD600, 24 h | Potency, µM (highest dose often 76.6 µM), for the others: at the top dose growth rescue (activation), actives largely listed as activators | hit rate 0.24% among 390,000 | AID 1347120;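 note: potency is the fitted concentration of half-maximal effect; plate controls were DMSO vehicle for no effect and reference control for full effect; nearly all actives have a fitted effect of over 55% in size; some results filed as inactive show a strong effect at the top dose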
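Cultures pregrown in 2.5% raffinose medium are shifted to minimal medium containing 2% galactose to express toxic FUS. Compounds are tested at several concentrations. After 24hr at 30C, growth is quantified at 600 nm absorbance.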
PTHR1 agonist – PTHR1 (human) receptor agonism | Q03431 | HEK293 GP2 PTHR1 cells, GloSensor cAMP luminescence, 1 h | Potency, µM (series often up to 115 µM), for the others: at the highest dose activation, hits mostly activators | hit rate 0.075% among 410,000 | AID 743266; note: potency is the fitted concentration of half-maximal effect; nearly all actives have a fitted effect of over 55% in size; some results filed as inactive show a strong effect at the top dose; inactives centre near -15; many of its hits are not listed in these tables
Target sequence (Q03431 whole entry, looked up): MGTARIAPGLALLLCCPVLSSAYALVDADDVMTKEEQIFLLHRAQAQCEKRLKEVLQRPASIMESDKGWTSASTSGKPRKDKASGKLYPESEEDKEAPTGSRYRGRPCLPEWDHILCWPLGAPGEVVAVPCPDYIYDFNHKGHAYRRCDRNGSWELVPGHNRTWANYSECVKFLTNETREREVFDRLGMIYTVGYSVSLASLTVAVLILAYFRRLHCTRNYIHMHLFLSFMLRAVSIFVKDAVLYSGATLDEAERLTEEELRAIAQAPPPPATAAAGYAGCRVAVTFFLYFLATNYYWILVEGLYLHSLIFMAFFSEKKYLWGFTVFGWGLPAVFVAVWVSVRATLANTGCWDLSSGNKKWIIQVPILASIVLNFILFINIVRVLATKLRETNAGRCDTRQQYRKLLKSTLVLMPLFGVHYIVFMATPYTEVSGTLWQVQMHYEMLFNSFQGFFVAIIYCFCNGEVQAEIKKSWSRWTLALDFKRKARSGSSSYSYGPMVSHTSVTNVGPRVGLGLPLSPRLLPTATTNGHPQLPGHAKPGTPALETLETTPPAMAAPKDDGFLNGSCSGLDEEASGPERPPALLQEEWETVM
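HEK-293-derived GP2 cells expressing PTHR1 and a GloSensor cAMP reporter, 3,000/well, plated overnight, given luciferin plus IBMX (each 0.5 mM as added) for 1 h at 37 °C, then compound for 1 h at 37 °C. Luminescence was read after 15 min at room temperature.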
aSyn yeast inh – rescues yeast growth from alpha-synuclein toxicity | Yeast expressing alpha-synuclein, growth rescue, BacTiter-Glo, 24 h | Potency, µM (highest dose often 46.1 µM), for the others: at the top dose growth rescue (activation), actives largely listed as activators | hit rate 0.14% among 370,000 | AID 652106; note: potency is the fitted concentration of half-maximal effect; % of control where 0% means no effect; nearly all actives have a fitted effect of over 65% in size
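Screening used galactose-induced yeast with toxic alpha-synuclein levels, exposed to compound for 24 hr at 30 deg C. Cell growth, read with BacTiter-Glo luminescence, gave the measured signal.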
GLP-1R agonist – GLP-1 receptor (human) agonism | hit rate 0.007% among 380,000 | Potency, µM (doses to about 45.6 µM), for inactives: at the top dose activation, usual class: activators | HEK293 GLP-1R CRE-luciferase, luminescence, 4-6 h; cells express a hypersensitive GLP-1R form; note: potency is the fitted concentration of half-maximal effect; % of control where 0% means no effect
Target sequence (P43220 whole entry, looked up): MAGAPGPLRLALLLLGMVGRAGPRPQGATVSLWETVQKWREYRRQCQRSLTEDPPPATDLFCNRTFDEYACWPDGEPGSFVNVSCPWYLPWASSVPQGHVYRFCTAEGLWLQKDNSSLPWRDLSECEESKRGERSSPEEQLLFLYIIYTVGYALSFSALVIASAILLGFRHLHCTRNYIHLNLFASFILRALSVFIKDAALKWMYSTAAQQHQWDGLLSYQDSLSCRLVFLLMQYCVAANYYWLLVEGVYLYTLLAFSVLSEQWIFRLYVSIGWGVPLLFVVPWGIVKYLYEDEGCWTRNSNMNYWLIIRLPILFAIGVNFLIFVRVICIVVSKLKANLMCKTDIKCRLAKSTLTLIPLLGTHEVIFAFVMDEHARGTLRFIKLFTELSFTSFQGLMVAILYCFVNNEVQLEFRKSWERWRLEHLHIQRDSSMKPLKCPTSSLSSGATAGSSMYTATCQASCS
GLP1R inv ag – inverse agonists of human GLP-1 receptor; hit rate 1.6% among 410,000; AID 624417; HEK293 GLP-1R CRE-luciferase, luminescence, 24 h; GLP-1R form is constitutively active; P43220; Potency, µM (top dose mostly 38.3 µM), for the others: top-dose activity change, negative = inhibition, hits mostly inhibitors; note: potency is the fitted concentration of half-maximal effect; % is set by controls: 0 for no effect and ±100 for the full control effect; nearly all actives have a fitted effect of over 55% in size
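HEK293 cells stably co-expressing constitutively active GLP-1R and a cAMP-responsive luciferase reporter were seeded in DMEM with 10% Nu serum, given compounds after 12 h, and incubated 24 h at 37 deg C. Luminescence was then read.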
Abeta yeast res – A-beta toxicity reversal in yeast. yeast expressing A-beta42, growth rescue, OD600, 48 h; response scale: 0% DMSO, 100% iron-clioquinol control. Potency, µM (top dose mostly 46.1 µM), for inactives: top-dose growth rescue, most hits filed as activators. hit rate 0.063% among 410,000. AID 1347071; note: potency is the fitted concentration of half-maximal effect; nearly all actives have a fitted effect of over 55% in size
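Growth rescue measured by 600 nm absorbance after 48 h yeast culture at 30 C with compound. Values normalized between DMSO and an equimolar ferric chloride plus clioquinol control.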
Akt phos inh – blocks phosphorylation of Akt; Neuro2A IGF-stimulated pAkt S473 HTRF, 20 min; active compounds read low; activity change, % for hits at 50 µM; hit rate 0.32% among 360,000; AID 651550; in the data active = activity change below about -80%; inconclusive = mostly about -51% to -80%; note: % is set by controls: 0 for no effect and ±100 for the full control effect
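Neuro2A cells (4,500/well, DMEM with 0.5% FBS) were treated with compound at a single 50 µM final concentration, stimulated with 6 nM IGF for 20 min at 37 °C, and lysed. Phospho-Akt Ser473 was read by HTRF as 665/615 ratio ×10^4.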
Active calls of the source: *; i = inactive; ? = inconclusive; nt = not tested or not shown; [ ] = remark or other dose. Unless noted, calls come from the whole dose curve; as a rule, active = well fitted curve in the direction sought with a large enough effect; inconclusive = small, poorly fitted or top-dose-only effect, or another doubt; inactive = no such curve, though single readings can be large; an effect the other way counts as inactive or inconclusive. The list is partial; rates above refer to the full screens.

Every second line gives: TDP43 rescue | DRD3 antagonist | FUS yeast rescue | PTHR1 agonist | aSyn yeast inh | GLP-1R agonist | GLP1R inv ag | Abeta yeast res | Akt phos inh
COc1ccccc1NC(=O)c1ccc(COc2ccc3c(c2)CCC3)cc1
→ 3% | -15 | nt | -7% | -2% | -3% | 2% | 13% | i
Cc1ccccc1Nc1nnc(-c2ccc(C)c(S(=O)(=O)NCC3CCCO3)c2)c2ccccc12 (stereo not given)
→ 26% | nt | 20% | -19% | nt | nt | -30% | -4% | nt
COc1ccccc1N1CCN(C(=O)C(=O)N/N=C/c2cccc(O)c2)CC1
→ -10% | 23 | 30% | -29%[57.5 µM] | 2% | 14% | 0% | 8% | i
O=C(Nc1cccc(F)c1)Nc1cccc(Cl)c1
→ ? | -3 | -11% | -45%[inhibitor] | -12% | -9% | ? | 5% | i
O=C1/C(=C/c2cccnc2)SC(=S)N1c1ccccc1
→ 1% | -4 | -17% | i | 3% | -5% | 8% | -8% | i
CC(C)(C)C(=O)NC(=S)Nc1ccccc1C(N)=O
→ 20% | -7 | nt | -3% | 3% | -2% | 3% | 5% | i
CCNC(=O)C1CCCN(C(=O)c2ccc(C(F)(F)F)cc2)CC1 (stereo not given)
→ 22% | 2 | -27% | i | -1% | 6% | 17% | -11% | i
COc1ccc(CNC(=O)Cc2c(C)c3cc4c(C)coc4cc3oc2=O)cc1OC
→ 13% | nt | -21% | -17% | nt | nt | 1% | -4% | nt
COc1ccc(-c2cc(C(=O)N(C)Cc3ccccc3)no2)cc1OC
→ -4% | ? | 41% | -14% | -10% | ? | 144%[activator] | -5% | i
O=C(CCc1nnc2ccc(N3CCCC3)nn12)Nc1ccc(F)cc1F
→ 1% | 6 | -13% | i | -2% | 1% | 0% | -16% | nt
CCOC(=O)c1c(C)[nH]c(C)c1S(=O)(=O)N1CCC(C(=O)N2CCN(c3ccc(F)cc3)CC2)CC1
→ 28% | nt | -3% | i | nt | nt | -2% | 17% | nt
Cc1ccc(-c2onc3ccc(Cl)cc23)cc1
→ -17% | -24 | nt | -17% | -7% | 2% | 18% | -8% | i
CCOc1cccc(NC(=O)C(Cc2cccs2)c2nn[nH]n2)c1 (stereo not given)
→ -5% | 22 | -6% | -22% | nt | -8% | 46%[activator] | 5% | nt
COc1ccc(-n2nc3c(c2NC(=O)C2CCCC2)CS(=O)C3)cc1 (stereo not given)
→ 14% | 4 | -14% | i | -4% | 1% | 26% | -9% | i
COc1ccccc1NC(=O)Nc1cccc(C(=O)O)c1
→ -8% | -1 | 1% | -21% | 0% | 1% | ? | 3% | i
COC(=O)c1ccc(Cn2nc(C)c(Br)c2C)cc1
→ 22% | -11 | 4% | i | 16% | 6% | -26% | ? | i
CN(CC(=O)O)S(=O)(=O)c1cc(Cl)ccc1Cl
→ -9% | -16 | -2% | -8%[57.5 µM] | 0% | 2% | 0% | 7% | i
O=C(O)c1ccc(CNC(=O)c2ccc(S(=O)(=O)N3CCCC3)cc2)cc1
→ 12% | 14 | 0% | i | -3% | 0% | 0% | 2% | i
Cc1cc(=O)nc2c3ccccc3n(CC(=O)NCCC3=CCCCC3)n12
→ 7% | 17 | -1% | i | -1% | 6% | ? | 4% | i
CC(C)CC(=O)N1CCC(N2CCN(c3ccccc3)CC2)CC1
→ 1% | ? | 6% | i | -11% | -10% | -24% | -7% | i
COC(=O)[C@H](Cc1ccccc1)NC(=O)NCCc1ccc(F)cc1
→ 15% | 2 | 2% | -18% | 6% | 4% | -7% | 19% | i
NC(=O)c1nn(-c2ccc(Cl)cc2Cl)c(=O)cc1O
→ -19%[9.22 µM] | -11 | 20% | i | -1% | 1% | 5%[7.66 µM] | -6% | i
COc1ccc(C2=NN(C(=O)CSc3nnc(C)n3C)C(c3ccco3)C2)cc1 (stereo not given)
→ 2% | 6 | 15% | -6% | 1% | 21% | 17% | 18% | i
O=C(O)COCC(=O)N1CCCN(c2nccc(C(F)(F)F)n2)CC1
→ 0% | -17 | -25% | i | -4% | -4% | -3% | -15% | i
CCOC(=O)CNC(=O)C12CC3CC(CC(C3)C1)C2
→ 29% | 3 | -5% | -5% | 3% | 1% | 9% | 2% | i
CN1CCN(C2(CNC(=O)c3ccc(C(C)(C)C)cc3)CCCCC2)CC1
→ 7% | nt | 13% | i | nt | nt | ? | 7% | nt
O=C(CNC(=O)c1ccc(-c2ccccc2)cc1)Nc1cccc(CO)c1
→ -5% | -6 | 5% | i | 10% | 5% | -23% | 13% | i
CC(C)CNC(=O)c1cc(=O)[nH]c2ccc(S(=O)(=O)Nc3ccc(F)cc3)cc12
→ -11% | 5 | 18% | i | -9% | 3% | 6% | -5% | i
O=C(Nc1cccc(-n2cnnn2)c1)c1cc(Cl)nc(Cl)c1
→ 16% | -1 | 30% | -3% | -6% | 8% | -23% | -1% | i
COc1ccc(-c2cc(C(F)F)n3ncc(C(=O)N4CCCCC4)c3n2)cc1
→ 10% | 14 | 29% | i | 2% | ? | 4% | 11% | i
CCc1ccc(NCc2cc3cc4c(cc3n(CC(=O)Nc3ccccc3Cl)c2=O)OCO4)cc1
→ 6% | nt | 3% | i | 9% | 12% | 19% | -25% | nt
N=c1n(-c2ccccc2)c(O)cc(=O)n1-c1ccccc1
→ -6% | 24 | 41% | i | 1% | -3% | -28% | 18% | i
Cc1c(C)c2cc(Cl)c(OCC(=O)NC3CC(C)(C)NC(C)(C)C3)cc2oc1=O
→ -6% | 0 | 11% | -8% | -1% | 17% | 3% | 1% | i
CCCC(=O)Nc1ccc(C(=O)N/N=C/c2ccc([N+](=O)[O-])o2)cc1
→ -2% | -3 | 21% | i | 4% | -11% | ? | 10% | i
COc1cc(OC)cc(N(C(=O)CNC(=O)c2cccs2)C(C(=O)NCC2CCCO2)c2ccccc2)c1 (stereo not given)
→ 16% | 28 | 13% | -25% | -10% | 4% | 7% | -8% | i
CCN(CC(=O)Nc1ccccc1C(F)(F)F)C(=O)CSCc1c(C)noc1C
→ -24% | -13 | 23% | -5% | -6% | -5% | 12% | 2% | i
C=CCn1c(SCC(=O)Nc2ccc(O)cc2)nc2sc(CC)cc2c1=O
→ -6% | 22 | -23% | i | 3% | 27% | -14% | 2% | i
CCOc1ccc2c(c1)nc(SCC(=O)c1ccc(Br)s1)n2C
→ 10% | 12 | 31% | i | 1% | 9% | -16% | -8% | nt
COc1ccc(C(=O)NC(=S)NC2CCSC2=O)cc1 (stereo not given)
→ ? | 0 | nt | -14% | -1% | 2% | 0% | 6% | i
O=C1CCC(C(=O)OC(C(=O)c2c[nH]c3ccccc23)c2ccccc2)=NN1 (stereo not given)
→ 9% | -13 | 36% | -8% | -1% | 5% | -7% | 7% | i
O=C(Nc1ccccc1)C1=C[C@@H](C2CC2)C[C@@H](OCCCCO)O1
→ 0% | 34 | -30% | -11% | 1% | 10% | 22% | 3% | i
CCOC(=O)C1=CCN(S(=O)(=O)c2ccccc2)C1c1ccc(Cl)cc1 (stereo not given)
→ 35µM* | 6 | 30% | -19% | 28% | 12% | -21% | -1% | i
CCn1cc(S(=O)(=O)c2cc(C)cc(C)c2)c(=O)c2cc(F)c(N3CCOCC3)cc21
→ 0% | nt | 28% | 12% | nt | nt | -4% | 6% | nt
CC(=O)C(=Cc1ccccc1)c1ccccc1
→ 29% | -8 | -13% | i | -9% | -9% | 15% | -7% | i
O=c1c2c3c(sc2nc(NCCO)n1Cc1ccco1)CCCCC3
→ -4%[0.397 µM] | 6 | 28% | -16% | 8% | ? | ? | 8% | i
N#CCCn1cc(CNCc2ccccc2)c(-c2cccc([N+](=O)[O-])c2)n1
→ -4% | 10 | 14% | i | 6% | -5% | -23% | -3% | i
O=C(CSc1nc2c(sc3ccccc32)c(=O)n1CCO)NCc1ccco1
→ 12% | 2 | 9% | -17% | 0% | -10% | 0% | 0% | i
CCCOc1ccccc1NC(=O)Nc1ccccc1Cl
→ -4% | 3 | 2% | -18% | -4% | 10% | -5% | 0% | i
CCn1ncc(C2=NOC(C(=O)NCC(C)C)C2)c1C (stereo not given)
→ 2% | 5 | -9% | i | 19% | -8% | 17% | 5% | i
COc1ccc(CCN2C(=O)c3ccccc3C2c2nnnn2Cc2ccccc2)cc1OC (stereo not given)
→ 3% | -2 | 23% | -16% | -4% | 17% | 28% | -5% | i
COc1ccccc1/C=C/c1onc(C)c1S(=O)(=O)N1CCC(C(=O)N2CCC(C)CC2)CC1
→ 9% | nt | -7% | i | nt | nt | 1% | 5% | nt
C(=N\c1nc2ccccc2[nH]1)/c1cccs1
→ 0% | -57* | 1% | i | -3% | -6% | 0% | -3% | i
CC1CC1C(=O)OCC(=O)N(C)c1c(N)n(Cc2ccccc2)c(=O)[nH]c1=O (stereo not given)
→ 18% | 11 | -5% | -23% | 4% | -7% | 7% | 6% | i
NC(=O)C1CCN(c2nc3ccccc3nc2NS(=O)(=O)c2ccc(Br)cc2)CC1
→ 7% | -26 | 26% | -22% | -1% | -4% | -9% | 6% | i
CCN(CC)C(CNC(=O)CSc1nnnn1-c1cccc(F)c1)c1ccco1 (stereo not given)
→ 1% | -5 | 8% | i | -1% | 2% | -6% | -18% | i
CN1CCN(C(=O)CCN2C(=O)/C(=C\c3ccc(F)cc3)SC2=S)CC1
→ -5% | -7 | 4% | -16% | 1% | -1% | -10% | 1% | i
COc1cccc(/C=N/NC(=O)CSc2ccccc2C)c1O
→ -15% | 13 | nt | i | ? | -13% | ? | -5% | i
Cc1ccc(N2CCN(C(=O)N3CCOCC3)CC2)c(C)c1
→ -7% | 1 | 5% | -3% | 7% | 1% | 2% | -24% | i
O=C(NC1CCCCC1)C(c1ccncc1)n1c(=O)c(-c2cc3ccccc3[nH]2)nc2ccccc21 (stereo not given)
→ ? | 8 | ? | i | 10% | nt | ? | 24% | i
Cc1cccc(N2C(=O)c3cccc4c(N5CCCCC5)c([N+](=O)[O-])cc(c34)C2=O)c1C
→ 12% | 17 | nt | i | 1% | -11% | 4% | 16% | i
